PRMT1 FP inh = PRMT1 methyltransferase inhibitors, primary screen, biochemical, fluorescence polarization; recombinant PRMT1, activity-based probe fluorescence polarization; 1.3% of 370,000 active; Protein arginine N-methyltransferase 1 (Homo sapiens), Q99873; inhibition, % at 2.79 µM; AID 652257, 2013;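 active means inhibition above about 21% made by adding two undisclosed values, limit read from the data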
HTRA1 inh = HTRA1 serine protease inhibitors, primary screen, biochemical, fluorescence polarization, HTS; Q92743; recombinant HTRA1, FP-rhodamine activity-based probe; inhibition, % at 5.96 µM; 0.5% of 340,000 active; AID 504803, 2011; in the data active means inhibition above about 36%;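 further: 0% = enzyme with DMSO and 100% = wells lacking enzyme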
SIAE inh = human SIAE inhibitors, primary screen, biochemical, fluorescence polarization, FP-Rh probe, 1536-well HTS; Sialate O-acetylesterase (Homo sapiens), Q9HAT2; AID 1053197, 2014; inhibition, % at 9.66 µM; 0.69% of 370,000 active; SIAE FP-Rh probe binding;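 active means inhibition above a cutoff: mean of compounds within the control limits plus 3 SD of those, cut at about 17% in these data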;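 further: 0% = plate median of compound wells and 100% = probe without SIAE protein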
TDP2 absorb = human TDP2 enzyme inhibitors, primary screen, biochemical, epi absorbance, recombinant enzyme. Tyrosyl-DNA phosphodiesterase 2 (Homo sapiens), O95551. T5PNP hydrolysis, p-nitrophenol absorbance 415 nm. inhibition, % at 12.8 µM. 0.34% of 370,000 active;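 active means inhibition above the mean of all tested compounds plus 3 SD, set per campaign, cut at about 25% in these data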;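 further: 0% = DMSO with enzyme and 100% = buffer with substrate but no TDP2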
Target sequence (O95551 whole entry, looked up): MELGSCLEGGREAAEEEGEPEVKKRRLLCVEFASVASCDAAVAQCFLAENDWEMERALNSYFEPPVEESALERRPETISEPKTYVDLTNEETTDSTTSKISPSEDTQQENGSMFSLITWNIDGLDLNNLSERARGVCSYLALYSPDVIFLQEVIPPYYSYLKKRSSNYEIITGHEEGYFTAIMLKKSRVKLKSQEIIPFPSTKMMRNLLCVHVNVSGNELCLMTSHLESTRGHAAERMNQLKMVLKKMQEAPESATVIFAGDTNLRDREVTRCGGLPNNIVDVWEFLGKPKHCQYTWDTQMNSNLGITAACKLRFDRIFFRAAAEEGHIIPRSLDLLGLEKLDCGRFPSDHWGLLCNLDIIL
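Assay system: Recombinant human TDP2 | Quantity: 120 nM TDP2 per well | Incubation: 2 h at 37 °C | Signal: Epi absorbance | Evaluation: Percent inhibition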
DDE Tn7 FP inh = inhibitors of Tn7 peptide binding to fibrin DD(E), primary screen, biochemical, fluorescence polarization, human fibrin, Tn7 probe. Fibrinogen beta chain (Homo sapiens), P02675. FP displacement of FITC-Tn7 peptide from fibrin DD(E); 0% = median of compound wells per plate. inhibition, % at 8.3 µM. 0.13% of 370,000 active;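 active means inhibition above the mean of compounds falling within the control limits plus 3 SD of them, cut at about 14% in these data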;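 further: 0% = plate median of compound wells and 100% = 10 µM Aha-Tn7 peptide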
Target sequence (P02675 whole entry, looked up): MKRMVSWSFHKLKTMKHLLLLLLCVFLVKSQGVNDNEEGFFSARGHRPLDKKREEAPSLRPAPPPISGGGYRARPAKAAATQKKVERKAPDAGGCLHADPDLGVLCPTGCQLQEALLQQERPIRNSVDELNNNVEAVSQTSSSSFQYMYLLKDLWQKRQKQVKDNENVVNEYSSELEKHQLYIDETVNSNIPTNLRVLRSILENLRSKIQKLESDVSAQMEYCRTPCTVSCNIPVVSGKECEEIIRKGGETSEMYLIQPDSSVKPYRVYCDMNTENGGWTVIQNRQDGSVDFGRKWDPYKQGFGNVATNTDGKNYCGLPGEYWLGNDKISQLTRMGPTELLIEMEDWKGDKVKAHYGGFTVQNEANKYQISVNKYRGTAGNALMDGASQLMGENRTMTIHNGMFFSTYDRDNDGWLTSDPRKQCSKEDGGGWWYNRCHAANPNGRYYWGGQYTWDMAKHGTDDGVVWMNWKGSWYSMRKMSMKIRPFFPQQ
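Also added: labelled Tn7 tracer, 0.1 µM; Assay system: human fibrin DD(E) protein; Amount: 2 µM fibrin DD(E); Schedule: 10 min compound pre-incubation, 3 h probe incubation at room temperature; Repeats: one replicate per compound; Read-out basis: percent inhibition; Measured by: fluorescence polarization of the labelled Tn7 tracer.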
ABHD4 inh = ABHD4 inhibitors, primary screen, biochemical, fluorescence polarization, mouse; (Lyso)-N-acylphosphatidylethanolamine lipase (Mus musculus), Q8VD66; purified mABHD4, FP-Rh probe fluorescence polarization; inhibition, % at 8.92 µM; 0.54% of 370,000 active; AID 720543, 2013;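 active means inhibition exceeding the mean over every tested compound plus 3 SD, cut at about 30% in these data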;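 further: 0% = plate median of compound wells and 100% = S159A mutant with DMSO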
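system = mouse ABHD4 enzyme, wild type | medium = HEPES pH 7.0, NaCl, Pluronic buffer | also added = FP-Rh probe | incubation = Enzyme–compound pre-incubation 45 min, then probe 60 min, both 25 °C | technique = fluorescence polarization, excitation 525 nm, emission 598 nm, BODIPY TMR filters | controls = S159A mutant high control, sample median low control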
TCR CD3 inh = inhibitors of human TCR-CD3 interaction, primary screen, biochemical, fluorescence, TAMRA-labeled TCR probe | inhibition, % at 9.4 µM | 0.37% of 360,000 active | T-cell receptor (TCR); in the data active means inhibition above about 19%;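 further: recombinant mutant TCR 2C K166C tagged with TAMRA read by polarization; 0% = receptor in buffer alone and 100% = receptor with positive control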
UHRF1 MBD2 ctr = UHRF1 methylated DNA binding inhibitors, primary screen, counter-screen for MBD2 inhibitor project, biochemical, TR-FRET, human UHRF1, single concentration. inhibition, % at 4.4 µM. 0.75% of 370,000 active. E3 ubiquitin-protein ligase UHRF1 (Homo sapiens), Q96T88. UHRF1 binding to methylated oligo; in the data active means inhibition above about 21%;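 further: UHRF1 SRA domain binding a hemimethylated CpG hairpin DNA probe; 0% = median of test compound wells and 100% = reference inhibitor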
LEDGF integ inh = blockers of LEDGF/p75-dependent integrase strand transfer – biochemical, TR-FRET, high throughput, primary screen. inhibition, % at 3.7 µM. TR-FRET IN-LEDGF/p75 DNA integration, Eu/Cy5. AID 743269, 2014. HIV-1 integrase (with human LEDGF/p75). 0.64% of 370,000 active;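 active means inhibition above the screen-wide mean plus 3 SD, cut at about 13% in these data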;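 further: signal is the Cy5 over europium emission ratio at 671 and 618 nm; 0% = plate median of compound wells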
PG9 Ab binder = binders of HIV-1 gp120 antibody PG9, primary screen, biochemical, TR-FRET | inhibition, % at 6.7 µM | TR-FRET gp120-PG9 antibody binding | 0.43% of 360,000 active | HIV-1 gp120 / PG9 antibody interaction | AID 624416, 2012; in the data active means inhibition above about 8.5%
* = called active by the depositor; / = not tested or not shown.

SMILES | PRMT1 FP inh | HTRA1 inh | SIAE inh | TDP2 absorb | DDE Tn7 FP inh | ABHD4 inh | TCR CD3 inh | UHRF1 MBD2 ctr | LEDGF integ inh | PG9 Ab binder
CSCCC(N=CC1=C(O)CC(C)(C)CC1=O)C(=O)O (centres undefined) | 1 | 5 | -5 | 3 | 5 | 6 | 6 | -1 | 1 | -1.2
COC(=O)c1c(NC(=O)CSc2n[nH]c(N)n2)sc(C)c1C | -3 | 3 | 0 | -3 | 6 | -2 | 1 | -3 | 4 | 0.2
CCCN1C(=O)c2[nH]nc(-c3cc(Cl)c(C)cc3O)c2C1c1ccc(O)c(OC)c1 (centres undefined) | 6 | 12 | -1 | -18 | -3 | 2 | -12 | 3 | -2 | 0.4
COc1cc(/C=N/Nc2ccc(C(F)(F)F)cn2)ccc1O | -5 | 8 | 11 | -3 | -8 | 5 | 2 | 3 | 2 | -1.8
CCc1nnc(SCC(=O)NC2CC2)n1CC | 1 | -4 | 8 | 6 | 3 | -2 | 7 | -1 | -4 | -0.4
COc1cc(C(=O)Nc2nc(C)c(Cc3ccc4c(c3)OCO4)s2)cc(OC)c1OC | 23* | -11 | -9 | -3 | -2 | -1 | -1 | 9 | 1 | -0.2
Cc1cccc(Cn2cccc2/C=C2/C(=N)N3C=CSC3=NC2=O)c1 | -3 | -23 | -3 | 2 | -3 | -11 | 4 | -6 | 0 | 1.1
Cc1ccc(NC2=NCC(=O)N2Cc2ccccc2)c(C)c1 | -2 | 0 | 0 | 0 | -2 | -1 | 3 | 1 | -3 | -2.8
O=[N+]([O-])c1ccccc1S(=O)(=O)NCc1cccnc1 | -3 | -3 | 1 | -3 | -1 | 7 | 2 | 2 | 3 | -2.8
CC(=O)Nc1ccc2c(c1Br)Cc1ccccc1-2 | 0 | -10 | -8 | 4 | 7 | 6 | 5 | 8 | 2 | 0.6
CCOc1ccc(NC(=O)Cn2c(=O)oc3cc(Cl)ccc32)cc1 | 0 | -7 | -2 | 1 | 1 | -3 | -3 | 4 | -2 | -2.8
Cc1c2ccccc2nc2c(F)c(NC(C)C)c(F)c(F)c12 | 19 | 57* | 15 | 2 | 3 | 47* | -3 | -6 | 13* | -1.5
O=c1c(Cc2ccc(Cl)cc2Cl)c(O)ccn1Cc1ccc(Cl)cc1 | -3 | -41 | -17 | -2 | -9 | -44 | 1 | 2 | 1 | -2.0
Cc1ccc(CCNC(=O)C2CCCN(S(=O)(=O)c3c(C)noc3C)C2)cc1 (centres undefined) | 1 | -3 | -2 | -1 | -1 | 2 | 11 | -2 | 2 | -0.3
CCOc1ccc(NC(=O)Cc2c(O)c3ccccc3[nH]c2=O)cc1 | -2 | 2 | 6 | 3 | 3 | 9 | -8 | -1 | 5 | -0.3

Limited to TCR CD3 inh, ABHD4 inh and DDE Tn7 FP inh, for some of the entries so far:
Structure | TCR CD3 inh | ABHD4 inh | DDE Tn7 FP inh
CCOc1ccc(NC(=O)Cc2c(O)c3ccccc3[nH]c2=O)cc1 | -8 | 9 | 3
O=[N+]([O-])c1ccccc1S(=O)(=O)NCc1cccnc1 | 2 | 7 | -1
O=c1c(Cc2ccc(Cl)cc2Cl)c(O)ccn1Cc1ccc(Cl)cc1 | 1 | -44 | -9

Later entries:
SMILES | PRMT1 FP inh | HTRA1 inh | SIAE inh | TDP2 absorb | DDE Tn7 FP inh | ABHD4 inh | TCR CD3 inh | UHRF1 MBD2 ctr | LEDGF integ inh | PG9 Ab binder
O=C(CCN1N=C(c2ccccc2)CCC1=O)NC1CCCC1 | -3 | 3 | -3 | 11 | 1 | 0 | -1 | -2 | 4 | -2.1
CCC1CCCCN1CCCNC(=O)c1ccc(CS(=O)(=O)Cc2ccc(Cl)cc2)o1 (centres undefined) | -2 | 2 | -3 | 3 | 1 | 4 | 2 | -4 | 2 | -0.5
Cc1ccccc1NC1c2ccccc2C(=O)N1Cc1ccco1 (centres undefined) | 7 | -8 | 1 | -10 | -3 | 6 | -1 | 1 | -4 | -0.2
C[C@H](CO)N1C[C@H](C)[C@@H](CN(C)S(=O)(=O)c2ccc(F)cc2)Oc2c(NC(=O)Nc3ccc(C(F)(F)F)cc3)cccc2C1=O | -2 | -61 | -52 | 2 | -6 | -37 | -2 | -1 | 0 | 0.1
CCOc1ccccc1N1CCN(C(=O)c2ccc(OCC(=O)N3CCOCC3)c(OC)c2)CC1 | 1 | 1 | 2 | 15 | 2 | 0 | 0 | -1 | -1 | -2.0
COc1ccccc1OCCNC(=O)/C=C/c1ccc([N+](=O)[O-])cc1 | 3 | -6 | -6 | -2 | 3 | -5 | -3 | 2 | 1 | 0.6
COc1ccc(C(=O)N2CCCC(Nc3ccc(C)c(C)c3)C2)cc1F (centres undefined) | 0 | -1 | 9 | -5 | 1 | 3 | -1 | -2 | 0 | -0.5
CC1=C(C(=O)N(C)C)CC(CC(=O)NCc2cccc3ccccc23)C(=O)N1Cc1ccccc1 (centres undefined) | 3 | 5 | 1 | 11 | 6 | 1 | -2 | -1 | -3 | 2.5
Cc1occc1-c1n[nH]c(=S)n1-c1ccccc1 | -2 | 8 | 7 | 3 | -2 | 5 | 2 | -3 | 7 | -3.6
COc1cc(OC)c(NC(=S)Nc2cccc(C(C)=O)c2)cc1Cl | 2 | -6 | -5 | -2 | 1 | -5 | -7 | -1 | 1 | -0.4
CCCCN1C(=O)NC(NC(=O)C2CC2)(C(F)(F)F)C1=O (centres undefined) | -2 | 2 | 1 | 3 | 0 | 1 | 5 | -2 | -1 | -1.1
Clc1ccc(-n2c(SCc3cccc4ccccc34)nnc2-c2cccnc2)cc1 | -3 | / | 10 | 2 | -3 | -6 | / | 2 | 2 | /
Cn1c(SCc2ccon2)nc2ccccc2c1=O | 0 | 13 | -2 | 3 | -1 | 6 | -2 | 0 | -2 | -0.1
COc1ccc(NC(=O)Nc2cc(C)ccn2)cc1 | 0 | -3 | -5 | -1 | -7 | 5 | -2 | 1 | 1 | -1.3
Cc1cc(/C=N/NC(=O)Cn2c3ccccc3c(=O)c3ccccc32)c(C)n1-c1ccc(Cl)cc1 | 0 | -28 | -24 | 0 | 5 | -2 | 4 | -5 | 4 | 0.9
COc1ccc(S(=O)(=O)N(Cc2cc3cc(C)ccc3[nH]c2=O)CC2CCCO2)cc1 (centres undefined) | -1 | -6 | 4 | 3 | -1 | 0 | 7 | -1 | 3 | 0.3
CC(=NNS(=O)(=O)c1ccc([N+](=O)[O-])cc1)c1ccc(C)cc1 | 1 | -3 | -7 | -8 | 3 | 3 | 6 | 2 | 2 | -2.3
O=C(COc1ccc(S(=O)(=O)N2CCOCC2)cc1Cl)NC1CCCCC1 | 0 | 0 | -6 | -10 | -7 | 0 | -1 | 3 | 2 | 1.4
COc1ccc(C(=O)OCC(=O)c2ccc(Cl)s2)c(OC)c1OC | -3 | -9 | 11 | -15 | 2 | -5 | 1 | -1 | 0 | 0.3
CCCN(CC1CCCO1)C(=O)c1cc(COc2ccc(F)cc2F)on1 (centres undefined) | 2 | 5 | 5 | 11 | -5 | 3 | 5 | 0 | 1 | -0.5
CN(C)CC#Cc1cccc(-c2nc(C(=O)O)cc3c2[C@@H](CCO)N(S(=O)C(C)(C)C)C3)c1 (some centres undefined) | 4 | / | 2 | 6 | 0 | -1 | 4 | -2 | 4 | -0.2
CCn1c(SCc2nc3ccccc3s2)nc2cc(S(=O)(=O)N3CCOCC3)ccc21 | -3 | -23 | -11 | 0 | 7 | -1 | 1 | 0 | 0 | -2.4
COc1ccc(C=Nn2c(-c3ccccc3F)n[nH]c2=S)cc1OCc1ccccc1 | 20 | / | 0 | 5 | -1 | -18 | / | 3 | 4 | /
COC(=O)C(C)NC(=O)C1CCCN1C(=O)CNC(=O)OCc1ccccc1 (centres undefined) | -2 | 1 | 8 | -2 | 1 | -3 | -8 | -3 | 8 | 0.2
COc1ccc(-c2c(C(=O)c3ccccc3)[nH]c(N)c2C(=O)c2c[nH]c3ccccc23)cc1OC | -1 | / | 4 | -10 | -2 | -2 | / | 3 | 2 | /
Cc1ccc(-n2c(SCC(=O)N3Cc4ccccc4CC3C(=O)O)nnc2-c2cccnc2)c(C)c1 (centres undefined) | 0 | -7 | 5 | 4 | -4 | 3 | 10 | -2 | 0 | -0.5
COc1ccccc1-c1csc(C(C)(NC(C)=O)c2ccccc2)n1 (centres undefined) | -1 | / | -8 | -5 | -4 | -7 | 7 | 0 | 2 | -0.4
COCC(C)n1c(C)cc(C(=O)COC(=O)c2ccc(N3CCCC3=O)cc2)c1C (centres undefined) | -1 | -7 | 8 | 11 | 4 | 1 | -5 | -4 | 2 | 0.5
Cc1cccnc1NC(=O)c1ccc(Cl)c(S(=O)(=O)N2CCCC2)c1 | -2 | 6 | -6 | 5 | 4 | -1 | 2 | 1 | 0 | -1.2
CC(=O)NCCc1ccc(S(=O)(=O)Nc2cccnc2)cc1 | -2 | 9 | 14 | 4 | 9 | -1 | 9 | -2 | -2 | -0.4
O=C1CN(c2ccc(Cl)cc2)C(=O)CN1NC(=S)Nc1ccc(Cl)cc1 | -2 | 0 | 1 | -3 | 1 | 7 | 6 | 0 | 4 | -1.3
CCC(=O)N(Cc1cc2ccc(C)cc2[nH]c1=O)c1ccccc1OC | -1 | -3 | -2 | 2 | -15 | 0 | 4 | 0 | 1 | -1.9
Cc1ccc(S(=O)(=O)N2C[C@H]3[C@H]4C(=O)N(C)C(=O)[C@H]4CC(=O)[C@H]3[C@@H]2c2ccccc2Cl)cc1 | -4 | / | 7 | 0 | -5 | -2 | 0 | -1 | 2 | 0.4
O=C(OCn1nnc2ccccc2c1=O)c1cccnc1Cl | -2 | 10 | 3 | -7 | -1 | -4 | -3 | 0 | 6 | -2.9
COC(=O)c1sccc1NC(=O)c1ccccc1 | 0 | -7 | -4 | -6 | -1 | -5 | -8 | 3 | -1 | -2.3
